Source: PubChem
Rab7 wt modul = alters GTP binding to wildtype dog Rab7 | GST-Rab7 beads, fluorescent GTP binding, flow cytometry; actives lie on both sides; untreated = 100%, excess cold GTP = 0% | GTP binding activity (percent of control), % at 10 µM | 190,000 tested, 0.055% active | AID 758;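 active means fluorescent GTP binding to Rab7 beads changed by at least 20 points from the 100% baseline, either direction, mostly lower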;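 further: median green fluorescence of bound Bodipy-FL-GTP per Rab7 bead population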
Pf gamet viab = kills late stage P. falciparum gametocytes; 150,000 tested, 0.065% active; inhibition, % at 10.9 µM; P. falciparum stage V gametocytes, ATP luminescence, 24 h; AID 743093;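 active means inhibition above the mean plus 3 SD of compounds within the control limits, set per campaign, cut at about 38% in these data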;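 further: 0% = DMSO wells and 100% = medium only without gametocytes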
Mcl1 Bid PPI = disrupts binding of human Mcl-1 to Bid peptide; Q07820; TR-FRET Mcl-1/Bid-Dy647 peptide binding, 1536-well; inhibition, % at 21.7 µM; 220,000 tested, 0.97% active; AID 1021;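 active means compounds that cut the binding signal by more than half at the single screening dose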;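 further: His-tagged Mcl-1 with europium anti-His antibody binding Bid BH3 peptide; 0% = Mcl-1 plus peptide wells and 100% = peptide-only wells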
Target sequence (Q07820 whole entry, looked up): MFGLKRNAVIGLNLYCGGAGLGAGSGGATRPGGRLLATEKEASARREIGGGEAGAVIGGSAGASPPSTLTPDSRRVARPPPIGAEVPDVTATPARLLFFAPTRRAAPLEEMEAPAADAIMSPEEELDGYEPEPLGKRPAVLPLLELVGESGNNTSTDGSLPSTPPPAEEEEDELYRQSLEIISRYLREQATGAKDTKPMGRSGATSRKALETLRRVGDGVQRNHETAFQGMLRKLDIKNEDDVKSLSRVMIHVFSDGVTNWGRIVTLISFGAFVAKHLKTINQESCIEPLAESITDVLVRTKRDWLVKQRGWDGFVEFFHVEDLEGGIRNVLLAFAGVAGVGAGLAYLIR
GSH fluor = compound fluoresces at 488/530 nm on GSH beads. AID 1776. GSH beads flow cytometry, compound fluorescence 488/530 nm; stronger effect = higher value. 190,000 tested, 0.25% active. fluorescence (KMESF) at 10 µM; in the data active means fluorescence above about 89;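 further: glutathione beads carrying GST-tagged Bcl family fusion proteins plus one bare bead set; values are compound well signal with DMSO vehicle wells as background; inactives centre near 16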
Avidin bead fluor = compound fluoresces at 488/530 nm on avidin beads | compound fluorescence 488/530 nm, flow cytometry; stronger effect = higher value | fluorescence (KMESF) at 10 µM | 220,000 tested, 0.38% active | AID 1775; in the data active means fluorescence above about 47; further: inactives centre near 10
Cdc42 wt GTP = modulators (inhibitors or activators) of GTP binding to human Cdc42 wildtype; P60953; GST-Cdc42 beads, Bodipy-GTP binding, flow cytometry; actives lie on both sides; percent activity (GTP binding), % at 10 µM; 190,000 tested, 0.2% active; AID 761;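 active means percent activity GTP binding at least 20 points away from the 100% baseline, either down as inhibitor or up as activator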;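 further: median bead fluorescence of bound Bodipy-FL-GTP at 100 nM; 0% = excess unlabeled GTP control and 100% = no compound control; below 100% means less GTP binding so inhibitor and above means activator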
Target sequence (P60953 whole entry, looked up): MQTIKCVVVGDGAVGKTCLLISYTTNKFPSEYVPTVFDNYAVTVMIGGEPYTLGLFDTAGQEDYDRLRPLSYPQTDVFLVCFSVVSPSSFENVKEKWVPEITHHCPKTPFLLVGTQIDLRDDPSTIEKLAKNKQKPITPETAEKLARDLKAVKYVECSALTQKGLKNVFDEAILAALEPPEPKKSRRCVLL
Rac1 act GTP bind = modulators of GTP binding to human Rac1 activated mutant. GST-Rac1 activated beads, fluorescent GTP binding, flow cytometry; actives lie on both sides; 100% means binding = to untreated wells. percent activity (GTP binding), % at 10 µM. 190,000 tested, 0.11% active. AID 764. P63000;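 active means GTP binding at least 20 percentage points away from the 100% baseline, in either direction, so actives lie on both sides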
Mcl1-Noxa inh = Mcl-1/Noxa interaction inhibition; 220,000 tested, 1.5% active; TR-FRET Mcl-1/Noxa peptide binding, 2 h; AID 1022; inhibition, % at 21.7 µM; Q07820;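 active means compounds that cut the protein-peptide binding signal by more than 50% relative to plate controls in a single-dose test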;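 further: His-tagged Mcl-1 with rhodamine Noxa BH3 peptide and terbium anti-His antibody; 0% = Mcl-1 plus Noxa peptide wells and 100% = peptide-only wells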
HRas wt GTP bind = changes GTP binding to wildtype human HRas; P01112; GST-Ras wt beads, Bodipy-FL-GTP binding, flow cytometry; actives lie on both sides; GTP binding activity, % at 10 µM; 190,000 tested, 0.14% active; AID 759;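 active means GTP binding activity at least 20% away from the 100% baseline, either lowered as inhibitor or raised as activator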;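 further: 0% = unlabeled GTP competition control and 100% = no-compound control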
Target sequence (P01112 whole entry, looked up): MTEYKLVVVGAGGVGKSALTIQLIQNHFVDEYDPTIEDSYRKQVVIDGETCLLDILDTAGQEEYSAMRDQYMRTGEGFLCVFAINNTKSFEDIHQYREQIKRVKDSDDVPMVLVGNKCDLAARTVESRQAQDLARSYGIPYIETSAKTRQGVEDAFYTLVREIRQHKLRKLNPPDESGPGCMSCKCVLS
Rac1 wt modul = human Rac1 wildtype GTP binding, inhibitors and activators; AID 757; GST-Rac1 beads, fluorescent GTP binding, flow cytometry; actives lie on both sides; 0 = cold GTP competed, 100 = untreated; P63000; 190,000 tested, 0.27% active; GTP binding activity (% of control), % at 10 µM;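 active means GTP binding activity at least 20 points away from the 100% control level, either lower or higher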
Rab2A wt mod = changes GTP binding to wildtype dog Rab2A, up or down. GTP binding activity, % at 10 µM. AID 760. 190,000 tested, 0.19% active. P61105. GST-Rab2 wt beads, Bodipy-GTP binding, flow cytometry;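 active means GTP binding activity at least 20 points away from 100%, either lowered or raised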;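 further: 0% = beads with excess unlabeled GTP and 100% = no-compound control corrected for plate trend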
* hit, by the source's call; nt = no result given; & = joins results of further samples.

Order of values: Rab7 wt modul	Pf gamet viab	Mcl1 Bid PPI	GSH fluor	Avidin bead fluor	Cdc42 wt GTP	Rac1 act GTP bind	Mcl1-Noxa inh	HRas wt GTP bind	Rac1 wt modul	Rab2A wt mod
- Cc1cccc(-n2ccnc2SCC(=O)N2CCCc3ccccc32)c1C
  98	nt	-45	15	11	97	96	2	96	100	97
- Cc1cc(C)c(C#N)c(SCC(=O)NC2CC2)n1
  94	nt	-6	30	6	98	94	11	97	94	94
- O=C(OCc1cc(=O)n2c(n1)sc1ccccc12)c1ccc(O)cc1O
  102	-12	-15	13	11	95	93	41	97	100	94
- COc1cc(OC)cc(-c2nnc(SCC(=O)N3CCOCC3)o2)c1
  107	-27	-18	11	22	109	97	-1	106	108	104
- CCC(=O)N1CCNC(=O)C1CC(=O)Nc1ccc(C)c(Cl)c1 (centres undefined)
  104	17	-53	46	7	101	99	-8	104	106	100
- CC1CCC(NC(=O)c2ccc(N3CCCC3=O)cc2)CC1 (centres undefined)
  103	-3	-7	24	29	102	99	1	102	104	99
- O=C(NCCC(c1ccccc1)c1ccco1)c1cccs1 (centres undefined)
  95	nt	-18	8	23	96	93	-8	93	99	95
- O=C(Nc1nnc(SCc2ccc(Cl)cc2)s1)c1cnccn1
  96	10	-33	11	13	99	97	-32	99	101	100
- CCCCOC(=O)/C(=C\c1ccc([N+](=O)[O-])o1)NC(=O)c1ccccc1
  95	nt	-10	15	7	103	103	15	102	103	100
- NC(=O)NNC(=S)Nc1cccc2ccccc12
  101	10	-31	15	8	95	95	5	100	99	99
- Cc1nc2ccccc2nc1OCC(=O)Nc1ccccc1
  101	-4	-2	11	22	96	97	7	99	101	98
- COc1ccc(F)cc1C(=O)C1CCCN(C(=O)CCN2CCCCO2)C1 (centres undefined)
  97	-7	-30	17	7	100	101	13	100	103	99
- O=S(=O)(NCC(c1ccco1)N1CCN(c2ccc(F)cc2)CC1)c1ccc2c(c1)OCCO2 (centres undefined)
  99	nt	-21	10	25	98	98	7	98	103	96
- CC(=O)c1ccc(N2CCN(C(=O)c3ccc(Cn4c(=S)[nH]c5ccc(N6CCOCC6)cc5c4=O)cc3)CC2)cc1
  103	8	-44	9	26	93	93	-32	98	100	97
- Cc1cc(S(=O)(=O)Nc2cccc(O)c2)c(C)s1
  99	nt	-4	22	32	97	98	14	99	102	99
- CCOC(=O)CC1ON(C)C(=O)N1c1ccc(Cl)cc1Cl (centres undefined)
  92	11	-8	27	11	96	92	-3	95	94	93
- C=CCN(C)NC(=S)Nc1ccccc1
  91	-2	-65	4	14	100	98	-16	94	102	94
- CC(=O)c1cc2c(cc1NC(=O)CN1CCCCCCC1)OCO2
  102	-50	29	33	17	103	100	36	103	105	103
- Cc1ccc(C(=O)N2CCCC2)cc1S(=O)(=O)Nc1cccc(C)c1C
  105	-14	-21	19	10	101	98	-8	103	110	104
- Cc1nnc(SCC(=O)Nc2ccc3c(c2)OCCO3)n1N
  99	nt	-60	18	3	99	98	0	100	100	97
- CCSc1nnc(NC(=O)c2c(-c3ccccc3Cl)noc2C)s1
  100	0	-6	30	9	98	97	5	99	100	98
- COc1ccc(NCC(O)COc2ccc(C(C)(C)C)cc2)cc1 (centres undefined)
  99	nt	-50	16	8	95	94	11	97	96	98
- O=C(Cc1c(F)cccc1Cl)NCCCn1ccnc1
  101	nt	-19	25	12	99	97	13	100	99	102
- O=C(NCCCN1CCOCC1)C(=O)NCc1ccco1
  93	2	-35	13	9	99	95	9	94	94	97
- Cc1cc([N+](=O)[O-])nn1CC(=O)NCc1nc2ccccc2[nH]1
  86	nt	-4	10	11	98	98	-4	93	100	98
- CC1Cc2ccccc2N1C(=O)CCNS(=O)(=O)c1cccc2nsnc12 (centres undefined)
  102	4	-38	22	10	106	103	7	104	110	100
- Cc1ccc(NC(=O)c2sc(=S)n(-c3cc(C)ccc3F)c2N)cc1
  102	27	-25	26	10	100	92	0	96	98	99
- COc1ccccc1NC(=O)CN1C(=O)C2(OCCCO2)c2ccccc21
  104	nt	7	34	5	104	100	5	102	105	102
- CSc1nn2cc(CCN3CCOCC3)c(-c3ccc(F)cc3)nc2c1C#N
  93	nt	14	19	22	93	95	-3	93	94	93
- Cc1cccc(NC(=O)C(CC(C)C)NC(=O)C2CCC(C)CC2)n1 (centres undefined)
  104	-14	-24	9	5	94	97	7	100	96	104
- COC(=O)c1cc(NC(=O)c2ccccc2)c(=O)oc1C/C=N\OCc1ccc(Cl)cc1Cl
  102	-2	-64	64	12	102	100	7	101	106	101
- C/C(=N/NS(=O)(=O)c1ccc(Cl)cc1)c1cccc(NC(=O)c2ccc(Cl)cc2Cl)c1
  95	1	0	12	18	95	94	16	98	97	95
- COc1cc(NC(=O)CSc2nc(C)c(C)c(C)n2)c(C)cc1[N+](=O)[O-]
  102	14	8	8	5	100	98	21	97	98	98
- O=C(NNC(=S)Nc1cccc(C(F)(F)F)c1)c1ccccc1Cl
  97	-2	-54	9	13	101	94	-55	99	99	93
- Cc1nc(NC(=O)C(Cl)Cl)sc1C(=O)N(C)C
  99	nt	-26	3	6	103	102	1	104	108	102
- Cc1cc2ncn(CS(C)(=O)=O)c2cc1C
  99	15	-17	20	8	97	96	2	97	102	99
- COc1ccc(-c2noc(CCC(=O)Nc3cccc(C)c3)n2)cc1
  98	23	-5	8	18	98	100	-8	98	98	97
- Cc1ccc(-c2noc(CCC(=O)NCCc3ccccc3Cl)n2)cc1
  96	nt	-9	25	16	96	98	6	98	101	98
- Cc1ccc(CN2CCN(/N=C/c3ccc(C(F)(F)F)cc3)CC2)c(C)c1
  100	-2	-23	13	10	97	101	4	100	102	101
- CC1CCCCN1C(=O)CSc1nc2ccccc2n1CC(=O)N1CCc2ccccc21 (centres undefined)
  103	1	-18	7	6	102	100	-9	102	106	101
- CCOc1cc2[nH]c(=O)n(CCCCC(=O)NCc3ccco3)c(=O)c2cc1OCC
  101	nt	11	13	28	103	100	2	103	102	102
- O=C1CCCC2=C1C(c1ccc(O)cc1)c1c(ccc3ccccc13)N2 (centres undefined)
  98	-11	-25	11	9	99	95	21	97	98	100
- Cc1cc(=O)oc2cc(OCC(=O)N/N=C/c3cc([N+](=O)[O-])ccc3O)ccc12
  95	22	82*	7	21	101	96	73*	95	95	95
- Cc1ccc(C2=NC3(CCCCC3)N=C2SCC(=O)Nc2ccc3c(c2)OCCO3)cc1
  98	nt	2	18	nt	101	100	-4	100	108	100
- COc1ccc(NC(=O)c2ccc(Cc3ccc(C)cc3)o2)cc1
  97	0	-16	16	5	96	97	-5	97	101	95
- O=C1c2ccc3c4c(ccc(c24)C(=O)N1c1ccc2ccccc2c1)CC3
  104	nt	-38	54	20	99	98	-4	102	104	100
- CCCC(=O)Nc1ccc(NC(=S)NC(=O)c2ccccc2[N+](=O)[O-])cc1
  100	nt	-24	19	14	104	99	7	101	107	97
- Cc1ccc2nsnc2c1NC(=O)COc1ccccc1
  109	21	-16	21	9	96	97	13	98	100	104
- CCC(C)NC(=O)C(Cc1ccccc1)n1cccc1 (centres undefined)
  97	nt	-40	26	6	100	103	-19	99	106	100
- C=CCn1cnc2scc(-c3ccc(C)cc3)c2c1=O
  102	nt	4	47	7	102	100	-13	103	104	102
- COc1ccc(CC(=O)NCc2ccco2)cc1OC
  102	7	-50	64	8	100	98	-2	102	102	101
- O=C(CN1CCCCC1)Nc1cc(Cl)ccc1Cl
  103	nt	3	17	37	103	101	-3	104	103	102
- CC1C/C(=N/Nc2ccc([N+](=O)[O-])cc2[N+](=O)[O-])CC(C)(C)C1 (centres undefined)
  103	6	-4	14	6	102	98	7	103	107	101
- Cc1nn(C)c(Cl)c1C(=O)NC(C(=O)O)c1ccccc1 (centres undefined)
  99	9	-15	11	2	95	96	3	96	98	101
- CCCCNc1c([N+](=O)[O-])cc(C(=O)O)cc1[N+](=O)[O-]
  103	nt	5	12	17	97	97	6	98	99	97
- O=C(O)[C@H](Cc1ccccc1)NC(=O)N1CCOCC1
  97	nt	-9	49	8	102	99	7	99	101	98
- CCOC(=O)Cc1nnc(NC(=O)C(CC)Sc2nncn2C)s1 (centres undefined)
  98	nt	-16	26	4	94	93	13	99	97	98
- COc1ccc(/C=N/NC(=O)Nc2cccc3nsnc23)cc1
  100	15	53*	15	5	103	101	2	99	101	99
- COc1ccc(CCNC(=O)Cn2c(=O)n(-c3ccc(C)c(F)c3)c(=O)c3sccc32)cc1OC
  108	1	-3	11	5	102	96	-5	102	104	102
- CC(C)=CCN1CCN(Cc2cccc3c2OCO3)CC1CCO (centres undefined)
  103	nt	-9	15	2	98	94	-5	98	99	99

Continuation:
Order of values: Rab7 wt modul	Pf gamet viab	Mcl1 Bid PPI	GSH fluor	Avidin bead fluor	Cdc42 wt GTP	Rac1 act GTP bind	Mcl1-Noxa inh	HRas wt GTP bind	Rac1 wt modul	Rab2A wt mod
- CC(CN1CCN(C)CC1)OC(=O)c1ccccc1Cl (centres undefined)
  107	nt	-37	5	6	103	102	7	104	106	105
- CS(=O)(=O)c1ccc(Sc2nc3ccccc3s2)c([N+](=O)[O-])c1
  95	nt	-13	8	10	98	96	13	98	101	100
- CS(=O)(=O)N1CCN(C2CCN(Cc3ccccc3)CC2)CC1
  99	nt	1	12	12	100	98	16	101	99	100
- C/C(=N\N=C1\NC(=O)CC(C(=O)O)S1)c1ccc(F)cc1 (centres undefined)
  97	nt	-30	3	10	99	100	9	99	103	98
- CC(=O)Nc1c(I)c(NC(C)=O)c(I)c(C(=O)O)c1I
  102&101	nt	-14&0	19&19	6&4	103&98	97&100	8&13	99&100	100&105	102&101
- CCOC(=S)SCC(=O)Nc1nc(-c2ccc(Br)cc2)cs1
  99	nt	5	9	9	100	96	16	98	99	98
- CCOC(=O)C1CCN(S(=O)(=O)c2ccc(NC(=O)OC)cc2)CC1
  98	13	-12	75	12	96	98	-1	98	95	97
- O=C(CCC(=O)N1CCN(C(=O)c2ccco2)CC1)c1ccc(F)cc1
  92	5	-24	12	11	97	98	15	93	100	94
- O=C(/C=C/c1ccco1)NC1=NCCS1
  99	nt	-75	6	1	102	104	16	100	103	100
- O=C(Nc1ccc2ccccc2c1)NC1CCS(=O)(=O)C1 (centres undefined)
  101	5	-16	13	22	100	100	9	102	106	102

Full records from above:
Results for `Cc1nnc(SCC(=O)Nc2ccc3c(c2)OCCO3)n1N` = Rab7 wt modul: 99; Pf gamet viab: nt; Mcl1 Bid PPI: -60; GSH fluor: 18; Avidin bead fluor: 3; Cdc42 wt GTP: 99; Rac1 act GTP bind: 98; Mcl1-Noxa inh: 0; HRas wt GTP bind: 100; Rac1 wt modul: 100; Rab2A wt mod: 97
Results for `Cc1nc2ccccc2nc1OCC(=O)Nc1ccccc1` = Rab7 wt modul: 101; Pf gamet viab: -4; Mcl1 Bid PPI: -2; GSH fluor: 11; Avidin bead fluor: 22; Cdc42 wt GTP: 96; Rac1 act GTP bind: 97; Mcl1-Noxa inh: 7; HRas wt GTP bind: 99; Rac1 wt modul: 101; Rab2A wt mod: 98

Compounds as they come; any-hit rate near 3%.
